Screening data as filed in PubChem BioAssay.
Mdm2-MdmX inh: human Mdm2/MdmX binding inhibition. O15151+Q00987. SaOS-2 split-luciferase Mdm2/MdmX complementation, luminescence. inhibition, % at 8 µM. 3% of 330,000 active;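 active means inhibition of at least 50% at 8 µM in the primary screen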
tim23-1 inh: growth inhibitors of tim23-1 mutant yeast. inhibition, % at 20 µM. S. cerevisiae tim23-1 growth, BacTiter-Glo luminescence, 24 h. 1.3% of 330,000 active;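 active means growth inhibition of the mutant yeast at or above 50%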;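 further: temperature-sensitive mutant grown at 25 °C; plate controls were DMSO-treated mutant yeast for no effect and medium wells lacking yeast for full effect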
APJ antagonist: antagonists of human APJ apelin receptor; CHO-K1 APJ beta-arrestin complementation, luminescence; inhibition, % at 20 µM; 0.32% of 330,000 active; AID 2521;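 active means inhibition above about 40% at 20 µM, limit read from the data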;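 further: cells challenged with 10 nM apelin-13 agonist together with compound; plate controls were apelin-13 plus DMSO wells for no effect and DMSO wells lacking apelin-13 for full effect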
Target sequence (P35414 whole entry, looked up): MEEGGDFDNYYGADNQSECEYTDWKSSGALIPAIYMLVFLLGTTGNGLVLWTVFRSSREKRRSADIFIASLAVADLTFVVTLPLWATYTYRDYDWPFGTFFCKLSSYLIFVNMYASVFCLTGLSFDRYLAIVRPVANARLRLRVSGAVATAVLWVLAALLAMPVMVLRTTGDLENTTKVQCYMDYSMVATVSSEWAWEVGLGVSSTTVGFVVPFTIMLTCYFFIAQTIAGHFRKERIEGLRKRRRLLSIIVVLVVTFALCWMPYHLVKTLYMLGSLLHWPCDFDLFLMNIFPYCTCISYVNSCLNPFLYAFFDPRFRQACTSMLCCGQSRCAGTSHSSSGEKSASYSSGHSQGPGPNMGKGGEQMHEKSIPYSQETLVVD
Jurkat NFkB inh: inhibitors of the PMA/ionomycin-induced NF-kB reporter in Jurkat cells. PMA/ionomycin-induced NF-kB luciferase reporter, luminescence. inhibition, % at 4 µM. 0.53% of 330,000 active. AID 435003; in the data active means inhibition above about 50%
UPR CHOP act: apoptotic UPR (CHOP) activation; 0.34% of 330,000 active; activation, % at 10 µM; CHO-CHOP luciferase reporter, luminescence; percent of tunicamycin response over DMSO baseline;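 active means at 10 µM dose, activation of 40% or more, normalized to positive control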;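 further: 100% = tunicamycin at 10 µg/mL and 0% = DMSO alone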
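Assay system: CHO-CHOP cells, stable luciferase reporter of PERK-eIF2a-CHOP signalling / Buffer or medium: F12 plus 10% serum / Compound dosing: one dose, 10 µM in 0.5% DMSO / Times: 6 h compound treatment, 37 °C / Technique: luciferase luminescence / Read-out: % reporter activation, DMSO baseline versus tunicamycin full activation / Benchmarks: tunicamycin and DMSO controls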
APJ ag: activates the human apelin receptor APJ. P35414. CHO-K1 APJ PathHunter beta-arrestin, luminescence; 0% DMSO wells, 100% apelin. activation, % at 20 µM. 0.11% of 330,000 active;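 active means activation more than six SD over the plate average, tested at 20 µM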;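 further: 0% = DMSO alone and 100% = apelin-13 at 10 nM; some results filed as inactive read as strong as hits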
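Assay system: CHO-K1 cells stably expressing ProLink-tagged human APJ and arrestin–beta-gal acceptor. Compound dosing: 20 µM single point, 1% DMSO. Times: 16-18 h seeding, 90 min dark compound exposure, 60 min detection. Detection: beta-gal luminescence. Evaluation: APJ–arrestin association signal. Controls: negative DMSO alone, positive Apelin-13 at 10 nM.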
XBP1 UPR activ: adaptive UPR (XBP1) activation; CHO-XBP1 luciferase reporter, IRE1-XBP1 UPR activation, luminescence; percent of tunicamycin response, DMSO as zero; 0.33% of 330,000 active; AID 463104; activation, % at 20 µM;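 active means versus positive control, 20 µM dose yields 30% or more activation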;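 further: 100% = tunicamycin at 10 µg/mL and 0% = DMSO only wells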
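Material: IRE1-XBP1 luciferase reporter CHO line / Quantity: one thousand reporter cells per well / Buffer or medium: F12 with 10% serum / Compound: 20 µM single concentration, DMSO 1% / Times: 6 h treatment, 37 °C / Detection: Steady-Glo luciferase glow luminescence, 10 min after reagent addition / Benchmarks: tunicamycin high, DMSO low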
697 NFkB inh: lowers PMA/ionomycin-induced NF-kB signal in 697 B cells | AID 435022 | 697 B-cell NF-kB luciferase reporter, 16 h | 0.33% of 330,000 active | inhibition, % at 4 µM; in the data active means inhibition above about 35%
Numbers without * were called inactive.

structure	Mdm2-MdmX inh	tim23-1 inh	APJ antagonist	Jurkat NFkB inh	UPR CHOP act	APJ ag	XBP1 UPR activ	697 NFkB inh
CCC1CCCCN1CCNS(=O)(=O)c1ccc2c(c1)CCN2C(C)=O (stereo not given)	14	9	6	11	2.1	-6	-2	7
Cc1ccc(-n2c(C)cc(/C=C3/C(=N)N4C(c5ccccc5)=CSC4=NC3=O)c2C)cc1	14	13	-7	-1	0.3	-2	2	25
CC1Cc2ccccc2N1CC(=O)c1c(N)n(Cc2ccccc2)c(=O)n(C)c1=O (stereo not given)	-5	15	8	2	0.8	-1	-2	-2
CC1CCCC(C)N1C(=O)COC(=O)CNC(=O)c1sc2ccccc2c1Cl (stereo not given)	12	26	-11	1	-2.2	0	1	4
CC(C)CC1Nc2ncnc(N3CCN(c4ccccc4)CC3)c2N(Cc2ccc(Br)cc2)C1=O (stereo not given)	27	25	21	12	0.0	2	4	-2
CCC(=O)N1CCc2cc(S(=O)(=O)NCCCN(CC)Cc3ccccc3)ccc21	12	2	17	3	0.2	0	0	5
Cc1nc(NN)nc(NCc2ccccc2)n1	1	2	3	-4	-0.4	-1	-6	-2
COc1ccc(C(=O)NC(=S)N2CCN(c3ccccc3OC)CC2)cc1OC	10	-2	20	0	3.5	-1	6	-20
COc1ccc(CCC(=O)OCC(=O)Nc2ccccc2)cc1	10	10	4	-8	17	-1	7	6
Cc1noc(C)c1C(=O)OCC(=O)NCc1ccc(Cl)cc1	-3	-6	6	-5	0.1	-2	-1	25
CCN(CC)C(=O)c1nc[nH]c1C(=O)N1CCN(C(=O)OC(C)(C)C)CC1	7	-6	9	-9	0.0	-5	-1	2
C=CCNC(=O)c1ccc(C2SCC(=O)N2Cc2ccccc2)cc1 (stereo not given)	4	10	12	7	-1.0	-2	-1	-1
CCOC(=O)c1[nH]c2ccccc2c1NC(=O)CCN1CC(C)OC(C)C1 (stereo not given)	21	16	9	-12	-2.3	7	-2	-8
C=C(C)C1CC=C(C)/C(=N/NC(=O)COc2ccccc2C)C1 (stereo not given)	29	27	-4	15	2.3	0	-1	13
COc1ccc(C(=O)N[C@H](C(=O)NCCc2ccc3c(c2)OCCO3)C(C)C)cc1	12	16	1	-3	0.7	-2	-1	0
CS(=O)(=O)N(CC(=O)N1CCOCC1)c1ccccc1	-16	2	9	7	0.6	-1	0	1
COc1coc(/C=C/C(=O)O)cc1=O	3	13	5	0	0.6	-1	-3	-1
CCN(C(=O)COC(=O)c1n[nH]c2ccccc12)c1ccccc1	13	26	2	-4	0.7	-3	1	9
CCn1cc(CN2CCC(n3nccc3NC(=O)c3ccccc3OC)CC2)cn1	-5	3	13	10	1.9	2	-5	-2
O=C1c2cccnc2C(=O)N1Cc1ccc(F)cc1S(=O)(=O)NCc1ccco1	9	-1	33	0	-1.6	-1	-3	1
COc1ccc(C(=O)/C=C/c2ccccc2OC)c(OC(=O)c2ccc([N+](=O)[O-])cc2)c1	-33	11	14	-25	5.6	-4	3	-49
Cc1ccc(NC(=O)Cc2n[nH]c(=S)n2C)cc1	-3	1	-10	11	10	1	1	5
COc1ccc2noc3c2c1C(=O)c1ccccc1-3	43	69*	-35	7	3.9	21*	2	7
CC(C)c1ccc(NC(=O)COc2ccccn2)cc1	-3	18	-1	-29	2.9	-3	1	-17
O=C1CSC(c2ccccn2)N1c1ccc(Br)cc1 (stereo not given)	-12	3	2	4	1.5	0	0	4
CNc1nc(-c2ccc(OC)cc2)c(-c2ccc(OC)cc2)s1	8	21	14	1	-1.3	-2	1	-6
CCn1cnc2cc(NC(=O)c3ccco3)ccc21	-25	9	-29	-60	0.0	-1	-2	-88
CCSc1ccccc1C(=O)Nc1ccc2c(c1)OCO2	-1	17	14	-14	0.6	0	-3	-8
Cc1ccc(NC(=O)C2COc3ccccc3O2)nc1 (stereo not given)	9	7	-1	-83	2.1	-2	-2	-14
COC(=O)c1cccc(NC(N)=S)c1	1	1	7	-1	-0.4	-1	-3	8
COc1cccc(-n2c(-c3ccc4[nH]c(C)c(C)c4c3)n[nH]c2=S)c1	-5	-11	1	-3	-0.1	1	8	-25
CC(=O)c1ccc(OCCCC(=O)Nc2cc(Cl)ccc2-n2cncn2)cc1	30	-1	-53	4	1.4	9	-5	-23
Cc1ccc(S(=O)(=O)N2CCC3(CC2)OCCO3)s1	33	12	9	2	2.3	-3	-2	3
Cc1cc(C(=O)CSc2nnc(-c3ccc(F)cc3)o2)c(C)n1CC1CCCO1 (stereo not given)	-1	23	9	7	-0.1	-2	-6	-14
O=C(/C(=C\c1ccccc1)c1nc2ccccc2[nH]1)c1ccc(Cl)cc1	100*	51*	8	-80	104*	4	53*	-123
CCn1c(SCC(=O)N(C)CC(=O)Nc2ccc(F)c(F)c2F)nnc1-c1ccco1	8	-12	-19	-6	0.0	-1	0	6
COc1ccc(N2CCN(C(CNC(=O)C(=O)NCC(OC)OC)c3ccco3)CC2)cc1 (stereo not given)	-4	8	17	13	0.7	-3	-1	8
CCOC(=O)c1ccc(-n2c(O)c(/C=N/NC(=O)C3COc4ccccc4O3)c3ccccc3c2=O)cc1 (stereo not given)	17	-3	-15	3	0.0	2	-3	-12
O=C(O)CCCN=C1NC2(CCCC2)Cc2ccccc21	16	5	11	4	0.1	-2	-3	-2
CC1(C)Cc2c(sc3c2c2ncnn2c2nnc(SCC(=O)NCc4ccco4)n32)CO1	-7	13	13	16	0.8	0	-6	-4
Cc1ccc(C(=O)N/C(=C/c2ccc(-c3cccc([N+](=O)[O-])c3)o2)C(=O)NC(C)(C)C)cc1	3	33	5	1	3.3	3	-1	-30
O=C(CSc1nnc(C2CC2)n1C1CC1)c1cccs1	-4	13	-19	10	0.9	-1	3	13
COc1ccc(CN(C)S(=O)(=O)c2nnc(NC(=O)c3cccc(F)c3)s2)cc1	40	17	-7	10	1.6	-7	-2	0
Cc1nc([N+](=O)[O-])c(Sc2nc3ccccc3[nH]2)n1Cc1ccccc1	5	23	4	13	4.9	1	-4	-17
NNC(=O)c1sc(-c2ccccc2)cc1N	-2	10	-2	-8	0.4	-5	-1	-7
CC(=O)N1CCN(CC(=O)Nc2c(Cl)cc(Cl)cc2Cl)CC1	-14	12	13	5	-1.8	-2	-1	-1
COc1ccc(N2CCN(C(=O)CNC(=O)c3ccc(C(C)(C)C)cc3)CC2)cc1	17	16	4	1	1.3	-2	0	0
Cc1cccn2cc(CCNC(=O)Cc3cccs3)nc12	-14	-12	-11	6	-0.2	0	3	22
COC(=O)c1ccccc1NC(=O)CSc1nnc(-c2ccoc2C)n1C	-12	11	1	-10	0.8	-3	-2	-15
CSCC[C@H](NC(=O)Nc1ccc(OC(F)(F)F)cc1)C(=O)O	3	3	8	4	-0.6	-3	-1	17

Another view of part of the listing above:
Fields: Mdm2-MdmX inh | tim23-1 inh | APJ antagonist | Jurkat NFkB inh | UPR CHOP act | APJ ag | XBP1 UPR activ | 697 NFkB inh
- O=C(O)CCCN=C1NC2(CCCC2)Cc2ccccc21
  16 | 5 | 11 | 4 | 0.1 | -2 | -3 | -2
- CC1(C)Cc2c(sc3c2c2ncnn2c2nnc(SCC(=O)NCc4ccco4)n32)CO1
  -7 | 13 | 13 | 16 | 0.8 | 0 | -6 | -4
- Cc1ccc(C(=O)N/C(=C/c2ccc(-c3cccc([N+](=O)[O-])c3)o2)C(=O)NC(C)(C)C)cc1
  3 | 33 | 5 | 1 | 3.3 | 3 | -1 | -30
- O=C(CSc1nnc(C2CC2)n1C1CC1)c1cccs1
  -4 | 13 | -19 | 10 | 0.9 | -1 | 3 | 13

More results follow:
structure	Mdm2-MdmX inh	tim23-1 inh	APJ antagonist	Jurkat NFkB inh	UPR CHOP act	APJ ag	XBP1 UPR activ	697 NFkB inh
Cc1cc(C)c2cc(C#N)c(SCC(=O)NCC3CCCO3)nc2c1 (stereo not given)	-12	-13	4	-11	-0.7	1	-2	7
N#Cc1ccc(NC(=O)COc2ccc(-n3cnnn3)cc2)cc1	10	10	-1	9	0.1	1	4	11
CC(=O)N1CCc2c(sc(NC(=O)Cc3ccc(F)cc3)c2C#N)C1	19	-21	-9	0	-1.3	-7	-5	15
CC1CCCC(C)N1NC(=O)c1cccc(S(=O)(=O)N2CCc3ccccc32)c1 (stereo not given)	14	18	-2	-2	0.3	0	-3	-3
O=C(c1ccccc1NS(=O)(=O)c1cccc([N+](=O)[O-])c1)N1CCCC1	25	0	-2	-11	-0.7	6	-8	9
Cc1ccc(S(=O)(=O)NC(C)C(=O)NC2CC2)cc1 (stereo not given)	14	8	-17	11	1.2	4	0	-17
CC(=O)c1ccc(N2CCN(C(=O)c3cccs3)C(C)C2)c(F)c1 (stereo not given)	-1	9	-11	-1	-1.3	-1	0	-10
CC1(C)CC(NC(=O)c2cc([N+](=O)[O-])cc([N+](=O)[O-])c2)CC(C)(C)N1	8	2	-49	2	4.7	8	-3	-7
COc1ccc(NC(=S)N2c3ccccc3CC2C)cc1OC (stereo not given)	-30	15	6	3	-0.9	-1	0	-6
COc1cccc(=O)c2c(C)n(CC(=O)c3ccccc3)c(C)c12	15	-14	9	8	-0.9	-2	-1	-2
COc1ccc(CCNC(=O)C(=O)NCc2ccccc2)cc1OC	45	14	15	23	5.6	-3	3	-8
COC(=O)c1cccc(C(=O)N2CCCC(Nc3ccc(C)c(C)c3)C2)c1 (stereo not given)	-8	24	-16	19	1.8	1	-6	-5
O=C1CCC(=O)N1OCCCOc1ccccc1	10	-5	6	-9	-0.2	0	1	5
CC(C)(C)SCCNC(=O)c1ccccc1	5	13	16	-38	6.6	-3	1	-27

This is a random part of the collection; any-hit rate near 5%.
